TbHK1 inh: blocks Trypanosoma brucei hexokinase 1 activity. recombinant TbHK1, G6PDH-coupled NADH A340. inhibition, % at 10 µM. 0.11% of 220,000 active. AID 1430;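 active means inhibition of 50% or more in the single-dose primary screen; inactive means inhibition below 50%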
m-calpain inh: inhibitors of pig calpain II; purified calpain II, fluorogenic peptide substrate, 30 min; AID 1236; 0.37% of 220,000 active; inhibition, % at 16 µM;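 active means inhibition above about 50%, limit read from the data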
Runt-SMMHC FRET: blocks binding of human RUNX1 Runt domain to CBFb-SMMHC; Q01196+Q13951; Cerulean-Runt/Venus-CBFb-SMMHC FRET ratio 530/480, 1 h; inhibition, % at 20 µM; 0.74% of 220,000 active; AID 1434;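 active means mean inhibition across duplicate retests at 20 µM reaching about 50%, limit read from the data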;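 further: 0% = DMSO wells and 100% = wells with excess untagged CBFb-SMMHC; inhibitors lower the FRET ratio by blocking Runt binding to CBFb-SMMHC; some results filed as inactive read as strong as hits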
EBV gp42 block: EBV gp42 inhibition. inhibition, % (tested at 21.74 µM). Fluorescence polarization binding assay, mP read-out. 0.42% of 220,000 active; in the data active means inhibition above about 50%
Target sequence (Q1HVG2 whole entry, looked up): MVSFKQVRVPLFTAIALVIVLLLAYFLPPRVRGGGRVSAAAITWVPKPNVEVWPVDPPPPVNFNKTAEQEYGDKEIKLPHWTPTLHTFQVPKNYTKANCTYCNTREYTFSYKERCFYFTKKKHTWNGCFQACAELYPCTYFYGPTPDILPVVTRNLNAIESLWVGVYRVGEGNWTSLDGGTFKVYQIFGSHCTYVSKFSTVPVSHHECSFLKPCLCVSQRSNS
RBBP9 inhibitor: blocks human serine hydrolase RBBP9. inhibition, % at 7.94 µM. recombinant RBBP9, FP-Rh probe fluorescence polarization. 0.2% of 220,000 active;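 active means inhibition above the campaign mean of all tested compounds plus 3 SD, cut at about 14% in these data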;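 further: plate controls were DMSO wells with RBBP9 for no effect and wells lacking RBBP9 protein for full effect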
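Measured by – fluorescence polarization · Test system – RBBP9 protein · Input – 2.5 µM RBBP9 dispensing solution, before mixing · Measure – percent inhibition from mP, scaled between DMSO and no-protein wells · Benchmarks – DMSO-treated enzyme wells and wells lacking RBBP9 · Times – preincubation 30 min plus labeling 45 min at 25 °C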
Runt-CBFb FRET: Runt domain-CBFb interaction inhibition. AID 1496. inhibition, % at 20 µM. 0.46% of 220,000 active. Cerulean-Runt/Venus-CBFb FRET ratio 530/480, 1 h;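 active means inhibition over about 50% at 20 µM in the single-dose screen, limit read from the data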;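 further: 0% = DMSO wells and 100% = excess unlabeled CBFb competitor control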
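System: Cerulean-labeled Runt domain protein | Quantity: 100 nM of each labeled protein | Schedule: 1 h compound exposure, room temperature | Detection: Fluorescence energy transfer, 422 nm excitation, 530/480 nm emission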
NCF1 inh: inhibitors of human p47phox binding | P14598 | 0.53% of 220,000 active | inhibition, % at 24.7 µM | p47phox/p22phox peptide binding, fluorescence polarization, 2 h;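 active means inhibition above about 30%, limit read from the data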;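 further: 0% = p47phox with labelled peptide and 100% = labelled peptide alone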
Furin inhibitor: human furin inhibition | P09958 | purified furin, fluorogenic substrate cleavage | inhibition, % at 30 µM | 0.061% of 220,000 active; in the data active means inhibition above about 25%; further: inactives centre near -15
Target sequence (P09958 108-714 limits assumed): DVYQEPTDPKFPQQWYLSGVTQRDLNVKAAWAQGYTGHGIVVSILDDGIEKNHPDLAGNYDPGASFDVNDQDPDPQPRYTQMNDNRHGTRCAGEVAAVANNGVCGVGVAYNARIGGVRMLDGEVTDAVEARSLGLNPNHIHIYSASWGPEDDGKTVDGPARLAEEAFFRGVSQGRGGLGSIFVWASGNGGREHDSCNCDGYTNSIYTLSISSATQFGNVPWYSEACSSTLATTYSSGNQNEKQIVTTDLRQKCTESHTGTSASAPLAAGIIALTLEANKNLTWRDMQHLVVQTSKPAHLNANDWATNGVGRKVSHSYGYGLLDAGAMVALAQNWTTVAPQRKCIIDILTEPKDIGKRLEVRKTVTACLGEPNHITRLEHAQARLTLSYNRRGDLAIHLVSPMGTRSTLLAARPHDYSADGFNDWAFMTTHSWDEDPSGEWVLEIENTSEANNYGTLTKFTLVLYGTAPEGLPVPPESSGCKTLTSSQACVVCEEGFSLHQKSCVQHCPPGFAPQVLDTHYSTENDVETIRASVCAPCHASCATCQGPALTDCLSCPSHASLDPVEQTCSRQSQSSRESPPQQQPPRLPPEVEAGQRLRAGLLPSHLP
p97 ATPase inh: blocks human p97 ATPase activity; recombinant p97 ATPase, Kinase-Glo ATP luminescence, 3 h; P55072; 0.42% of 220,000 active; AID 1481; inhibition, % at 8 µM; in the data active means inhibition above about 15%;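 further: 0% = DMSO vehicle and 100% = wells lacking enzyme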
Numbers without * were called inactive; i = inactive; . = no result given; [ ] = dose if it differs, or a comment. Rows are unselected, and some 2.7% of all compounds hit somewhere here.

| nr | canonical_smiles | NCF1 inh | Runt-SMMHC FRET | Furin inhibitor | m-calpain inh | p97 ATPase inh | Runt-CBFb FRET | EBV gp42 block | RBBP9 inhibitor | TbHK1 inh |
| --- | --- | --- | --- | --- | --- | --- | --- | --- | --- | --- |
| 1 | CC1CCc2c(cnc3ncnn23)C1 (centres undefined) | -3 | -1 | -27 | 0 | 4 | -3 | -1 | -3 | 4 |
| 2 | CC(CCCC(C)(C)O)NCc1cn[nH]c1-c1ccc2c(c1)OCO2 (centres undefined) | -12 | -3 | -13 | 5 | 1 | -1 | 2 | -5 | -6 |
| 3 | CCC1(C)Cc2ccccc2-c2nc(NCCCO)[nH]c(=O)c21 (centres undefined) | -10 | -2 | -60 | -308 | 0 | 1 | -18 | -8 | -16 |
| 4 | CC1CCCC(C(=O)OCc2ccccc2)N1 (centres undefined) | 2 | 1 | -13[20 µM] | -13 | 3 | -1 | -5 | -8 | 0 |
| 5 | NNc1nc(-c2ccccc2Cl)nc2sc3c(c12)CCCC3 | -10 | 0 | -15 | 10 | -3 | 2 | 35 | -4 | -5 |
| 6 | C=CCn1c(-c2ccccc2[N+](=O)[O-])n[nH]c1=S | 2 | 1 | -7 | -23 | -1 | 9 | 2 | -5 | -2 |
| 7 | Cc1cc(=O)oc(C)c1C(=O)Nc1ccc2nsnc2c1 | . | 3 | -23 | . | 3 | -2 | . | 7 | -15 |
| 8 | COC(=O)C1=C(C)N(C)C(C)=C(C(=O)OC)C1c1ccccn1 | 6 | 3 | -15 | -28 | 2 | -1 | -2 | 0 | -10 |
| 9 | CC(=O)Cc1nsc(NC(=O)C2Cc3ccccc3C(=O)O2)n1 (centres undefined) | -11 | -2 | -25 | -8 | 2 | 2 | -3 | -7 | 5 |
| 10 | CCN(CC(=O)Nc1cccc(F)c1)Cc1nc2ccccc2c(=O)[nH]1 | 1 | 2 | -11 | -15 | 5 | 2 | -6 | -4 | 1 |
| 11 | Cc1cccc2cc(CN(Cc3ccccc3)C(=O)c3cccc(F)c3)c(Cl)nc12 | -1 | -5 | -13[20 µM] | 4 | -4 | -2 | -2 | -3 | 10 |
| 12 | O=C(COc1ccc(-c2nnco2)cc1)N1CCN(S(=O)(=O)c2ccc3ccccc3c2)CC1 | 4 | -9 | -13 | -13 | -5 | -4 | -28 | -10 | 17 |
| 13 | COc1ccc(OC)c(/C=C2\S/C(=N/NC(=O)c3ccc4ccccc4c3)NC2=O)c1 | -112 | -93 | -2 | -17 | 2 | -56 | -106 | -3 | -5 |
| 14 | COc1ccc(NC(=O)CN2CCN(c3ccccc3Cl)CC2)cc1 | -14 | 3 | -4[20 µM] | 0 | -2 | -2 | -15 | -9 | 4 |
| 15 | O=C1NCCN1c1ccc(CN2CCN(C3CCCCC3)C(CCO)C2)cc1 (centres undefined) | 64* | -2 | -14 | 21 | 8 | 0 | -17 | 1 | -14 |
| 16 | c1nc(N2CCOCC2)c2[nH]cnc2n1 | . | . | -19[20 µM] | . | 3 | . | . | -2 | -1 |
| 17 | COc1cccc(CN2C(=O)C3(C(C#N)=C(N)OC4=C3C(=O)CCC4)c3ccccc32)c1 (centres undefined) | -1 | 1 | -26[20 µM] | -9 | 3 | 1 | -7 | 2 | 5 |
| 18 | Cn1cc(Br)c(C(=O)NNC(=O)c2ccccc2)n1 | 0 | -1 | -21 | 26 | -3 | -1 | -9 | -5 | -3 |
| 19 | COc1ccc(NC(=O)c2ccco2)cc1N | -6 | -4 | -27 | -22 | 2 | 4 | -12 | -1 | -4 |
| 20 | CCOC(=O)COc1ccc(CCNC(C)=O)cc1 | -13 | 2 | 5[20 µM] | -18 | 7 | 2 | -24 | 3 | 3 |

Later entries.
| nr | canonical_smiles | NCF1 inh | Runt-SMMHC FRET | Furin inhibitor | m-calpain inh | p97 ATPase inh | Runt-CBFb FRET | EBV gp42 block | RBBP9 inhibitor | TbHK1 inh |
| --- | --- | --- | --- | --- | --- | --- | --- | --- | --- | --- |
| 21 | COc1ccc(-c2ccc(/C=N/NC(=O)c3cccnc3)o2)c([N+](=O)[O-])c1 | -19 | -95 | -6 | 21 | 0 | -26 | -21 | -3 | -1 |
| 22 | Cc1c(NC(=O)C2CCN(S(=O)(=O)c3cccs3)CC2)c(=O)n(-c2ccccc2)n1C | -16 | 0 | -15 | 17 | 8 | 1 | -14 | 5 | -4 |
| 23 | Cc1ccc2[nH]c3c(c2c1)CN(C(=O)CN1CCCCC1)CC3 | -10 | -32 | -11 | -15 | 5 | -25 | -3 | -2 | -6 |
| 24 | CCOC(=O)C1CCCN(C(=O)c2cc3nc(-c4ccc5c(c4)OCO5)cc(C(F)(F)F)n3n2)C1 (centres undefined) | -13 | -30 | -5[20 µM] | 3 | -3 | -22 | -6 | -12 | -14 |
| 25 | O=C1OCC2=C1C(c1ccccc1)CC(=O)N2c1ccccc1 (centres undefined) | -1 | -1 | -17 | -18 | 2 | . | 4 | -5 | -2 |
| 26 | CC(=O)Nc1cc(NC(C)=O)c2nc(N)sc2c1 | 0 | 0 | -22 | -26 | 3 | 0 | -4 | 0 | -1 |
| 27 | N#Cc1c(-c2ccccc2Cl)c2c([nH]c1=O)-c1ccccc1OC2 | 6 | 82* | -76 | -311 | 8 | 95* | -3 | -5 | -31 |
| 28 | Nc1ccc(N2CCOCC2)c(S(=O)(=O)Nc2cc(Cl)ccc2Cl)c1 | -15 | -6 | -16 | -153 | 4 | -1 | 11 | -3 | 0 |
| 29 | CCC1CCc2c(sc3ncnc(N4CCOCC4)c23)C1 (centres undefined) | 2 | -4 | -30[20 µM] | -8 | -1 | -2 | -5 | -9 | -1 |
| 30 | CS(=O)(=O)N(CCc1ccccc1)CC(=O)Nc1ccc(OCc2ccccc2)cc1 | -86 | -4 | -16[20 µM] | 33 | -2 | -2 | -13 | -8 | 2 |
| 31 | CCOC(=O)c1c(-c2ccccc2)oc2ccc(OC)cc12 | -4 | 1 | -19[20 µM] | -151 | -3 | -2 | -10 | -3 | 9 |
| 32 | O=C(NCc1ccccn1)c1coc(=O)c(Br)c1 | -6 | -2 | -18[20 µM] | -1 | -2 | -1 | -15 | 1 | -22 |
| 33 | COc1cccc(C(=O)Nc2ccc(-c3nnc(-c4ccco4)o3)cc2)c1 | -13 | -9 | -9 | -154 | 0 | -1 | -11 | -10 | -13 |
| 34 | Cc1nn(Cc2ccccc2Cl)c(C)c1C(=O)NCc1ccco1 | -10 | 3 | -10 | 1 | 1 | 1 | -25 | 5 | 2 |
| 35 | CC1=CC(C)C2C(=O)N(c3ccccc3)C(=O)C2C1 (centres undefined) | -7 | -1 | -15[20 µM] | 17 | 0 | 0 | -10 | 5 | -5 |
| 36 | C/C(CC(=O)NC1CCCCC1)=N\NC(=O)c1ccccn1 | 0 | -3 | -30 | -6 | 4 | 1 | -9 | 1 | 3 |
| 37 | Cc1cccc(C2NC(c3cccc(C)c3)C([N+](=O)[O-])C(C)(C)C2[N+](=O)[O-])c1 (centres undefined) | -7 | -2 | -23 | 25 | 0 | -1 | -1 | -11 | 1 |
| 38 | COc1ccccc1N1CCN(C(=O)c2ccc(NS(=O)(=O)c3ccc(C)cc3)cc2)CC1 | -7 | 0 | -6 | -61 | 0 | -2 | 2 | -4 | -4 |
| 39 | CCOC(=O)c1[nH]c2ccc(OC)cc2c1NC(=O)CCN1CCN(Cc2ccccc2)CC1 | 1 | 0 | -21 | i | 2 | -3 | -27 | 1 | -19 |
| 40 | CC1=C(C)C(=O)N(c2ccc(C(=O)O)cc2)C1=O | -5 | -4 | -19 | -6 | -2 | -2 | -9 | -6 | 3 |

(further entries)
| nr | canonical_smiles | NCF1 inh | Runt-SMMHC FRET | Furin inhibitor | m-calpain inh | p97 ATPase inh | Runt-CBFb FRET | EBV gp42 block | RBBP9 inhibitor | TbHK1 inh |
| --- | --- | --- | --- | --- | --- | --- | --- | --- | --- | --- |
| 41 | O=C(CSc1ncnc2nc[nH]c12)c1ccc([N+](=O)[O-])cc1 | -1 | -10 | -30 | 30 | 11 | 3 | 5 | -3 | -4 |
| 42 | CC(O)Cc1nsc(NC(=O)c2ccc(Br)o2)n1 (centres undefined) | -15 | 1 | -20[20 µM] | -23 | 3 | -1 | -25 | -2 | -22 |
| 43 | CCN(CC)S(=O)(=O)c1cc(NC(=O)CCNC(=O)c2ccccc2Cl)ccc1C | -4 | 8 | -18 | -7 | 5 | -5 | -13 | -4 | -2 |
| 44 | O=C(N/N=C/c1ccc(N2CCOCC2)o1)c1ccccc1[N+](=O)[O-] | -8 | 10 | -19 | 0 | 6 | 17 | -54 | -4 | -29 |
| 45 | O=S(=O)(NCC(c1cccnc1)N1CCN(c2ccc(F)cc2)CC1)c1ccccc1 (centres undefined) | . | . | -12[20 µM] | . | 2 | . | . | -2 | -3 |
| 46 | COc1ccc(NC(C)=O)cc1C#N | -3 | -1 | -27 | -13 | 8 | 0 | -20 | 7 | -4 |
| 47 | Cc1[nH]c2ccc(-c3n[nH]c(=S)n3C)cc2c1C | -1 | 18 | -18 | -15 | 7 | 6 | -31 | 1 | -2 |
| 48 | COc1cccc(CNc2ccc(C(=O)O)cc2)c1OCc1ccccc1 | 0 | -6 | -22 | 2 | 1 | 0 | 6 | -1 | -2 |
| 49 | COc1cccc(OC)c1OCCCCN1CCCC1 | 0 | -4 | -6 | 2 | -4 | -3 | 24 | -5 | 3 |
| 50 | CCOC(=O)c1c(C)[nH]c(C)c1C=O | 8 | 0 | -10 | -24 | 3 | -2 | 5 | -6 | -4 |
| 51 | O=C(CCS(=O)(=O)c1cccc2nonc12)NCc1ccc(Cl)cc1 | 4 | 0 | -32 | 0 | 0 | 4 | 3 | -6 | -4 |
| 52 | COC(=O)c1ccc(NCCc2csc(-c3ccc(C)cc3)n2)c([N+](=O)[O-])c1 | 21 | -5 | -3[20 µM] | 17 | -6 | -1 | -1 | -12 | -3 |
| 53 | Cc1ccc(S(=O)(=O)Cn2nnnc2C(c2ccc(F)cc2)N2CCCCC2)cc1 (centres undefined) | 0 | 2 | -17 | -2 | -4 | 2 | -11 | -2 | 1 |

Screening data: PubChem BioAssay, several laboratories
